PAFAH1B3 inh: blocks human PAF acetylhydrolase 1B catalytic subunit 3 | recombinant PAFAH1B3, FP-rhodamine probe, fluorescence polarization | inhibition, % at 3.39 µM | 340,000 compounds, 0.28% hits | Q15102;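 active = inhibition above the screen-wide average of all tested compounds plus 3 SD, cut at about 25% in these data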;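 also: 0% = enzyme with DMSO only and 100% = wells lacking PAFAH1B3 protein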
Target sequence (Q15102 whole entry, looked up): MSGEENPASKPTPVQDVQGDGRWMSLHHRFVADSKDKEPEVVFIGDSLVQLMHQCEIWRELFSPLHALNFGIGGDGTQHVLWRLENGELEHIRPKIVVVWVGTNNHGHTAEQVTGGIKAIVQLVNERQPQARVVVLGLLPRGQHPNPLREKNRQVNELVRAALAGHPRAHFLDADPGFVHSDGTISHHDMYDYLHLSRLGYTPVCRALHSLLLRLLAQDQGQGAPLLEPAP
pPAFAH FP inh: pPAFAH (human) enzyme inhibition. Q13093. recombinant pPAFAH, FP-rhodamine probe fluorescence polarization. inhibition, % at 3.39 µM. 330,000 compounds, 1.5% hits. AID 463082;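 active = inhibition above the mean inhibition across the screen plus 3 SD, cut at about 25% in these data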;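 also: inhibitors block binding of the rhodamine activity-based probe so polarization drops; 0% = enzyme with DMSO and 100% = wells lacking pPAFAH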
PME-1 inh: PME-1 (human) inhibition; recombinant PME-1, FP-Rh probe fluorescence polarization; inhibition, % at 5.9 µM; 320,000 compounds, 0.53% hits; AID 2130;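 active = inhibition above the campaign mean of all compounds plus 3 SD, cut at about 26% in these data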;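 also: competitive labeling of PME-1 active site by serine hydrolase directed probe; 0% = PME-1 with DMSO and 100% = wells lacking PME-1 enzyme; inhibitors block probe labeling so polarization falls and inhibition rises; many of its hits are not listed in these tables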
Target sequence (Q9Y570 whole entry, looked up): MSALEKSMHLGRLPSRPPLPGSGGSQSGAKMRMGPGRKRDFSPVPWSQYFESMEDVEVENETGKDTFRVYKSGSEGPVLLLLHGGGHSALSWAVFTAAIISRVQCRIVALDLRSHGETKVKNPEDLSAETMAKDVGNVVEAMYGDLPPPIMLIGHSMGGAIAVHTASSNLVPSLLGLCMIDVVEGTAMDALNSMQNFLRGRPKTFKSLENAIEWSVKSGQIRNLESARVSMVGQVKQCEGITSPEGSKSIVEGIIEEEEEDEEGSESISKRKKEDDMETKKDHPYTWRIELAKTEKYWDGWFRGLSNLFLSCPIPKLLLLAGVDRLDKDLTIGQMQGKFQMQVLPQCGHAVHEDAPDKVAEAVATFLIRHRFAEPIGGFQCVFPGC
LYPLA2 counter: LYPLA2 (human) inhibition in PME1 counter-screen; O95372; recombinant LYPLA2, FP-Rh probe fluorescence polarization; inhibition, % at 5.9 µM; 320,000 compounds, 0.38% hits;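 active = inhibition above the screen-wide mean plus 3 SD, limit set per campaign, cut at about 26% in these data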;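 also: 0% = LYPLA2 with DMSO and 100% = wells lacking LYPLA2 enzyme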
GSTO1 inh: blocks human GSTO1 in RBBP9 counter-screen. recombinant GSTO1, activity-based probe fluorescence polarization. inhibition, % at 5.96 µM. 300,000 compounds, 1.1% hits;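 active = inhibition above the campaign mean inhibition plus 3 SD, cut at about 35% in these data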;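 also: 0% = GSTO1-1 with DMSO and 100% = wells lacking GSTO1-1 enzyme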
LYPLA1 counter: blocks human lysophospholipase 1, a PME1 counter-screen; 320,000 compounds, 0.16% hits; AID 2174; O75608; inhibition, % at 5.9 µM; recombinant LYPLA1, FP-Rh probe fluorescence polarization;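 active = inhibition above the mean of all tested compounds plus 3 SD, set per campaign, cut at about 14% in these data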;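 also: inhibitors block serine hydrolase probe labeling of LYPLA1 so polarization falls; 0% = enzyme with DMSO and 100% = wells lacking LYPLA1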
Target sequence (O75608 whole entry, looked up): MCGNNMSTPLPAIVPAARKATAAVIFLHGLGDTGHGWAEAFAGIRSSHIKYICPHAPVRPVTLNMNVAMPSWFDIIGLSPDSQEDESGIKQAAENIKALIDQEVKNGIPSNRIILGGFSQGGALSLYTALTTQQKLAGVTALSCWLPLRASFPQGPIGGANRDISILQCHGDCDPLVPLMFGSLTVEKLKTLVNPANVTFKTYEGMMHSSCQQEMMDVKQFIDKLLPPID
PREPL inhibitor: inhibitors of human prolyl oligopeptidase-like enzyme PREPL. AID 2751. recombinant PREPL, fluorescence polarization activity-based probe. 320,000 compounds, 0.68% hits. inhibition, % at 5.96 µM; in the data active = inhibition above about 43%;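 also: 0% = enzyme with DMSO and 100% = wells lacking enzyme; many of its hits are not listed in these tables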
PAD4 FP inh: inhibitors of human PAD4; Q9UM07; recombinant PAD4, RCA probe fluorescence polarization; inhibition, % at 6.36 µM; 330,000 compounds, 0.41% hits; AID 485272;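 active = percent inhibition above a cutoff equal to the mean of all tested compounds plus 3 SD, cut at about 15% in these data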;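 also: 0% = PAD4 with RCA probe and DMSO and 100% = probe without PAD4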
PAFAH1B2 FP inh: PAFAH1B2 (human) inhibition; P68402; 340,000 compounds, 1.2% hits; inhibition, % at 3.39 µM; recombinant PAFAH1B2, FP-rhodamine activity probe, fluorescence polarization;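 active = inhibition above the mean of all tested compounds plus 3 SD, cut at about 24% in these data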;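 also: 0% = enzyme with DMSO and 100% = wells lacking PAFAH1B2; many of its hits are not listed in these tables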
Target sequence (P68402 whole entry, looked up): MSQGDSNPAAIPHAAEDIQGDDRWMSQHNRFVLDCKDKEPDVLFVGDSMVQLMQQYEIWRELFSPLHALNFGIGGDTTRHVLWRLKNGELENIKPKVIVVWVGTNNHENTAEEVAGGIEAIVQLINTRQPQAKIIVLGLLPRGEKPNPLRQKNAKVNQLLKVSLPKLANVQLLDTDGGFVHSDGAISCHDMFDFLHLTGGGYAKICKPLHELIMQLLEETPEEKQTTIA
* hit, by the source's call; / = no result given. An excerpt; count on the stated rates, not on these rows.

Results follow in this order: PAFAH1B3 inh | pPAFAH FP inh | PME-1 inh | LYPLA2 counter | GSTO1 inh | LYPLA1 counter | PREPL inhibitor | PAD4 FP inh | PAFAH1B2 FP inh
- Cc1occc1C(=O)Nc1c(Cl)cccc1Cl
    5 | 6 | 3 | -3 | 4 | -2 | 0 | -2 | 1
- COc1cc2c(cc1OC)C(=O)N1[C@H]3c4cc(Cl)ccc4OC[C@@H]3[C@H](c3ccccc3)[C@]1(C)C(=O)N2
    -3 | 0 | -28 | -29 | 6 | -21 | 1 | -2 | -4
- Cc1ccccc1S(=O)(=O)N1CCN(C)CC1
    -4 | 2 | 0 | 2 | 2 | 5 | 0 | 0 | 11
- CCOC(=O)C1=CN(Cc2cccc(F)c2)S(=O)(=O)N(CC)C1c1ccccc1 (centres undefined)
    5 | 4 | / | / | / | / | / | 0 | 0
- CCN1C(=O)c2cccc3c(S(=O)(=O)N(C(=O)c4ccncc4)c4ccc(OC)cc4)ccc1c23
    -1 | -2 | -11 | -12 | -4 | -6 | 2 | 0 | -2
- O=C(C1=C[C@@H](c2ccc(C(F)(F)F)cc2)C[C@@H](OCc2ccc(CO)cc2)O1)N1CCN(Cc2ccccc2)CC1
    5 | 7 | 0 | -2 | 9 | -2 | 52* | 1 | 4
- NC(=O)c1ccsc1NC(=O)COC(=O)Cc1n[nH]c(=O)c2ccccc12
    10 | -1 | 0 | -1 | 9 | -3 | 7 | 3 | -1
- C#CCOCCOCCOCCNc1nc(N2CCN(C(=O)CCCCCCCCCCNC(=O)[C@@H](CCSC)n3cc(CCO)nn3)CC2)nc(N2CCN(C(=O)CCCCCCCCCCNC(=O)[C@H](CCSC)n3cc(CCO)nn3)CC2)n1
    -8 | 13 | -33 | -24 | -20 | -12 | -2 | -2 | -17
- COCC(C)NC(=O)CSc1nc2nn(-c3ccccc3)c(=O)c-2c2n1CCCCC2 (centres undefined)
    1 | -1 | -5 | 1 | 12 | -4 | 10 | 2 | -2
- COc1ccc(NC(=O)c2cccc(NC(=O)c3ccco3)c2)c(OC)c1
    6 | 2 | -3 | -2 | -11 | 2 | -6 | -1 | 1
- CCCCn1c(SCC(=O)NC2CC2)nc2ccccc2c1=O
    6 | 4 | 10 | 9 | -1 | 3 | 2 | -1 | 2
- O=C(NC1CCCCC1)N(C1=NCCCCC1)c1ccc(Br)cc1
    -4 | 2 | -7 | -2 | -3 | -1 | -3 | 0 | 0
- Cc1ccc(S(=O)(=O)n2cccc2C)cc1
    / | 1 | 1 | -7 | -1 | 1 | -9 | -3 | /
- COc1ccccc1N1CCN(C(=O)CCCCCn2c(=O)[nH]c3ccsc3c2=O)CC1
    -2 | 1 | 4 | 6 | 7 | 2 | -1 | -1 | -1
- O=C(C1=C[C@H](c2coc3ccccc3c2=O)C[C@H](OCc2ccc(CO)cc2)O1)N1CCN(Cc2ccc3c(c2)OCO3)CC1
    0 | 1 | 8 | 7 | 2 | 1 | 14 | 2 | 2
- O=c1[nH]c2cc(NCCO)c([N+](=O)[O-])cc2[nH]1
    -1 | 2 | 0 | 3 | -1 | 0 | 11 | 1 | 1
- Cc1cccc(C(C(=O)NC2CCCC2)N(C(=O)c2csnn2)C2CCCC2)c1 (centres undefined)
    3 | 5 | -4 | 0 | 3 | 1 | 3 | -6 | 3
- N#Cc1ccccc1CSC1=NCCS1
    4 | -1 | -7 | 3 | -1 | 2 | -3 | -1 | 2
- CC1CCCC(NC(=O)Cn2cc3c(n2)CCCCC3)C1C (centres undefined)
    7 | 4 | -2 | 3 | 8 | -2 | 10 | 2 | 6
- CC(NC(=O)C1CCN(C(=O)Nc2ccccc2)CC1)c1ccccc1 (centres undefined)
    3 | -5 | -4 | -7 | 2 | -1 | 1 | -6 | -1
- CCN(CC)S(=O)(=O)c1ccc(N/N=C(\C)c2ccc3c(c2)OCO3)c([N+](=O)[O-])c1
    5 | -3 | 7 | 8 | 4 | 2 | 7 | 7 | -1
- CNC[C@H]1Oc2ccc(NC(=O)Nc3ccccc3)cc2CC(=O)N([C@H](C)CO)C[C@H]1C
    -2 | 1 | / | / | / | / | 16 | 0 | 4
- Cc1ccc2ncnc(Oc3ncccc3NC(=O)C(C)(C)C)c2c1
    7 | 5 | -1 | -1 | -10 | -2 | 3 | -6 | 3
- Cc1[nH]c2ccccc2c1/C=N/Nc1ccc(F)cc1F
    / | 9 | 11 | -6 | 8 | -7 | 19 | -6 | /
- CN(C)S(=O)(=O)c1cccc(C(=O)Nc2ccccc2C(=O)NC2CC2)c1
    -2 | -1 | / | / | / | / | 31 | -1 | -2
- Cc1cccc(NC(=O)CNC(=O)CNC(=O)Cc2ccccc2)c1
    7 | 5 | -1 | -2 | 6 | -1 | -4 | -2 | 4
- Cc1ccccc1C(=O)Nc1ccc(C(=O)N/N=C/c2ccccn2)cc1
    -1 | 0 | -1 | -4 | -5 | -3 | -3 | -3 | -2
- N#CCSc1nc2c(c(=O)n1Cc1ccccc1)C1(CCCC1)Cc1ccccc1-2
    -5 | -3 | -3 | -11 | 2 | -5 | -9 | -3 | 18
- COC(=O)c1c(C)oc(C)c1S(=O)(=O)NCc1cccs1
    9 | -5 | -5 | -1 | -5 | 0 | 6 | 6 | -1
- CCOc1cc2nc(-c3ccc(OC)c(OC)c3)nc(N3CCOCC3)c2cc1OC
    / | 8 | -3 | -1 | -3 | -1 | 29 | 0 | /
- COC(=O)c1ccc2c(=O)n(CCCCCC(=O)NC(C)C)c(=O)[nH]c2c1
    -3 | 0 | -7 | 5 | 28 | -1 | 1 | -3 | 0
- O=C(O)c1ccc(N2CCS(=O)(=O)CC2)cc1
    9 | 6 | 0 | 0 | 2 | 2 | 0 | -2 | 2
- O=C(Cn1nnc(-c2ccccc2Cl)n1)NCc1ccc2c(c1)OCO2
    6 | -2 | -6 | -5 | 1 | -1 | 11 | -1 | -5
- COc1cc(NC(=O)COC(=O)/C=C/c2ccc(O)c(OC)c2)cc(OC)c1
    3 | 1 | 9 | -2 | 8 | 2 | 16 | 2 | -2
- COCCCNC(=O)c1ccc(CN2CCc3ccccc3C2)cc1
    10 | 6 | 5 | -10 | -2 | -2 | 2 | -1 | 5
- Cc1c(C(=O)O)sc(=S)n1-c1ccccc1
    -1 | 0 | 2 | 6 | -1 | -2 | 3 | -5 | 0
- COc1ccc(C(=O)N2CCN(Cc3cc(OC)c(O)c(OC)c3)CC2)cc1OC
    9 | -6 | -2 | 5 | 11 | 1 | -5 | -3 | 3
- O=C1CCN(Cc2ccc([N+](=O)[O-])cc2)CCN1[C@H](CO)Cc1ccccc1
    -3 | 4 | 0 | 2 | -1 | -1 | -2 | -2 | -2
- COCCn1nnnc1C(c1cc2ccc(OC)cc2[nH]c1=O)N1CCc2ccccc2C1 (centres undefined)
    4 | 4 | -5 | 0 | 5 | -1 | 16 | -14 | 0
- CCCn1cc(S(=O)(=O)CC(=O)N2CCc3ccccc32)c2ccccc21
    5 | 6 | 12 | 5 | 0 | -3 | 9 | -4 | 4
- Cc1cc(/C(N)=N/OC(=O)c2ccccc2Cl)no1
    / | -9 | -9 | 2 | 10 | -3 | 9 | 5 | /
- COC(=O)c1cc(C(=O)NCCN2C(=O)S/C(=C\c3cccs3)C2=O)cc([N+](=O)[O-])c1
    10 | 2 | 0 | 2 | 2 | -5 | 20 | -2 | -5
- COc1ccc(OC)c(C2C(C#N)=C(N)Oc3cc(C)[nH]c(=O)c32)c1 (centres undefined)
    2 | 2 | 2 | 5 | 7 | 0 | -6 | -1 | -1
- CCc1ccc2nc(N(CCCN(C)C)C(=O)c3ccc(C(=O)c4ccccc4)cc3)sc2c1
    -8 | 4 | -2 | 1 | -4 | -1 | -1 | -2 | 3
- CCCOC(=O)c1cccc(Nc2nc(-c3cccnc3)nc3ccccc23)c1
    -7 | -14 | -17 | -21 | -10 | -15 | -10 | 1 | -4
- COc1ccc(C(=O)N[C@H](C(=O)NCCc2ccc3c(c2)OCCO3)C(C)C)cc1
    0 | 3 | / | / | / | / | 15 | -1 | 0
- CCN(Cc1ccccc1)S(=O)(=O)c1ccc(C(=O)N2CCN(c3nc4ccccc4s3)CC2)cc1
    2 | 1 | 0 | -2 | 2 | -1 | 2 | -4 | 3
- CC(C)CN(C)C(=O)CCc1nnc(Cc2cccc(C(F)(F)F)c2)o1
    1 | 0 | 3 | 4 | 2 | 6 | 2 | -2 | 10
- COc1ccc(C2=CC(c3ccc(OC)c(OC)c3)n3nnnc3N2)c(OC)c1 (centres undefined)
    1 | 5 | -4 | 3 | -8 | 1 | -41 | -2 | 1
- C=C(C)CNC(=S)N/N=C/c1ccc(NC(C)=O)cc1
    2 | 0 | 1 | -9 | 7 | -2 | -4 | 0 | 5
- O=C(NCCCN1CCOCC1)C1CCN(S(=O)(=O)c2c(Cl)cccc2Cl)CC1
    10 | 1 | 1 | 4 | -3 | 2 | 1 | 2 | -1
- CCOC(=O)[C@H]1[C@H]2COc3ccc(C)cc3[C@@H]2N2C(=O)[C@@H](CO)NC(=O)[C@@]12C
    2 | 2 | 2 | 2 | / | 1 | 6 | -1 | 4
- CC(Oc1ccc(Cl)cc1Cl)C(=O)NN=C1CCN(C)CC1 (centres undefined)
    10 | 0 | -2 | -1 | 2 | 0 | -33 | 1 | 4
- O=C(NNc1nc2ccccc2nc1C(F)(F)F)c1ccccc1
    9 | 8 | 0 | 5 | -4 | 2 | 9 | -1 | 0
- COc1cccc(C(=O)NNC(=O)c2sccc2-n2cccc2)c1
    11 | -3 | -5 | -5 | -7 | -2 | 13 | -8 | 8
- CCN(CC)C(=O)[C@H]1CC(CC(=O)NCC23CC4CC(CC(C4)C2)C3)C(=O)N2CCc3c([nH]c4ccccc34)[C@]12C (some centres undefined)
    10 | 2 | / | / | / | / | 23 | -1 | 8
- CCCCC(C(=O)NC(=O)NCc1ccccc1)N1C(=O)c2ccccc2C1=O (centres undefined)
    -1 | 3 | 6 | -3 | -1 | 0 | -6 | -1 | -1
- Cc1ccc([N+](=O)[O-])cc1N(CC(=O)NC1CCCC1)S(C)(=O)=O
    3 | -9 | -9 | -3 | 23 | 4 | -3 | -1 | 2
- Cc1c(C(=O)N2CCOCC2)c(S(=O)(=O)Nc2ccc(C(C)C)cc2)c(C)n1C
    8 | 4 | -5 | -1 | 1 | -2 | 4 | -1 | 2
- O=C(CSc1nnc2ccccn12)NCCc1ccc(Cl)cc1
    2 | 0 | -3 | 0 | 1 | 2 | -20 | -1 | 1

Remaining list, next part
Results follow in this order: PAFAH1B3 inh | pPAFAH FP inh | PME-1 inh | LYPLA2 counter | GSTO1 inh | LYPLA1 counter | PREPL inhibitor | PAD4 FP inh | PAFAH1B2 FP inh
- COc1ccc(-n2nnc3c(SCC(=O)N4CCCc5ccccc54)ncnc32)cc1
    5 | 1 | 2 | 0 | -4 | 1 | 3 | -4 | 4
- CCOC(=O)C1CCN(C(=O)c2cccnc2)CC1
    -5 | 2 | -6 | 3 | 4 | -2 | 1 | 2 | 2
- CCOc1ccccc1-c1nc(CN(Cc2cnn(C)c2)C(C)C)c(C)o1
    1 | 5 | 7 | 4 | 1 | 0 | 1 | -1 | -4
- Cc1ccc(NC(=O)N2CCC(c3nc4c(nnn4Cc4c(F)cccc4Cl)c(=O)[nH]3)CC2)cc1
    1 | 28* | 5 | 10 | -8 | -2 | 14 | 3 | 1
- Cc1ccc(Cl)cc1NC(=O)COc1ccccc1
    10 | 6 | 5 | -5 | 0 | -3 | -8 | 1 | 1

Screening results: PubChem, The Scripps Research Institute Molecular Screening Center
